esBAF inh = SWI/SNF esBAF complex inhibition | mouse ES cells, Bmi1-luciferase knock-in reporter, 24 h; 100% = twice the neutral-well signal | reporter increase, % at 12.5 µM | 2% of 350,000 active | AID 602393; in the data active means activation above about 40%; inconclusive means no clear call, values can overlap the other calls;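 further: 0% = median of the plate's neutral control wells and 100% = double that signal; a rise in the Bmi1 reporter signal indicates esBAF inhibition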
SIRT5 block = inhibitors of human sirtuin-5 desuccinylase. 1.1% of 330,000 active. Purified SirT5, succinyl-peptide AMC, trypsin-coupled fluorescence. AID 652115. Q9NXA8. inhibition, % at 15 µM; in the data active means inhibition above about 15%; inconclusive means no clear call, values can overlap the other calls
Target sequence (Q9NXA8 whole entry, looked up): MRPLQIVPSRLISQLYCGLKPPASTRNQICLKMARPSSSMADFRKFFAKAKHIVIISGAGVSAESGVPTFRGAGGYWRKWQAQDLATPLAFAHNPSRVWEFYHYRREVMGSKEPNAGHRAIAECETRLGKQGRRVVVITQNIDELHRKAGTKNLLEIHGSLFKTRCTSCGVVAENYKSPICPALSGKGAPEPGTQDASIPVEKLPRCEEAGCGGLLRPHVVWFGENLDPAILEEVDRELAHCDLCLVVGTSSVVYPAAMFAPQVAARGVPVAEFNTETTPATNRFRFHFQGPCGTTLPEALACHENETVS
Statin myotox sup = suppressors of simvastatin-induced myotoxicity in C2C12 myotubes. 0.78% of 330,000 active. rescue of ATP level, % at 7.49 µM. ATP luminescence, 48 h; scaled: DMSO 0, geranylgeraniol control 100. AID 602340;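 active means mean ATP rescue above about 67%, or every replicate alone reaching that limit, limit read from the data, passing the limit was not always enough; inconclusive means no clear call, values can overlap the other calls; inactive means mean under the limit and some replicate under it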;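 further: myotubes were challenged with 10 µM simvastatin during compound exposure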
Cneo AK release = Cryptococcus neoformans lysis via adenylate kinase release; C. neoformans lysis, adenylate kinase release luminescence, 4 h; normalised: neutral wells 0, clomiphene wells 100; 0.2% of 360,000 active; lysis activity, % at 15 µM;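 active means mean lysis activity across replicates of at least 80%, whatever share of replicates individually reach that level; inactive means mean lysis activity below 80%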
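Test system: log-phase Cryptococcus neoformans yeast cells; Quantity: yeast cell density of 5 × 10^6 cells/mL; Buffer or medium: YPD; Doses: single compound concentration per well; Timing: 4 h at 37 °C static, read 1 h later; Measured by: AK luminescence; Read-out basis: lysis from increased AK signal; Control set: Clomiphene as positive control.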
ERp5 block = ERp5 (human) disulfide isomerase inhibition; Q15084; ERp5 insulin aggregation, absorbance 650 nm, 90 min; inhibition, % at 9.99 µM; 0.05% of 350,000 active;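 active means mean replicate inhibition above about 25%, with every replicate also reaching it, limit read from the data, passing the limit was not always enough; inconclusive means only one of those two criteria met; inactive means neither criterion met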
Target sequence (Q15084 whole entry, looked up): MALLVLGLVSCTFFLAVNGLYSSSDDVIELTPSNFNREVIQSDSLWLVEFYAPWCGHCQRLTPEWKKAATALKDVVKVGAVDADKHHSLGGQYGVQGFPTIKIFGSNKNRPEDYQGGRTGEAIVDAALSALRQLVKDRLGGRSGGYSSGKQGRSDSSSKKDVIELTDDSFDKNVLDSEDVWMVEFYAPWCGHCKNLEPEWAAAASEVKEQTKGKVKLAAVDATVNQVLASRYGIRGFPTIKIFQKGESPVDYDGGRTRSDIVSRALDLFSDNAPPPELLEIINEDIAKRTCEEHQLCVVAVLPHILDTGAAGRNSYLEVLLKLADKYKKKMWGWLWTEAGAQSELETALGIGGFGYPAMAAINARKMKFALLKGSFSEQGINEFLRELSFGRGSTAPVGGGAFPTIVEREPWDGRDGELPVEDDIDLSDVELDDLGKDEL
ARNT-TACC3 inh = ARNT/TACC3 interaction disruption | AlphaScreen His-ARNT PAS-B/GST-TACC3 binding, luminescence; TACC3 fragment carries E629A point mutation | inhibition, % at 9.99 µM | 0.66% of 390,000 active | AID 623870;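 active means mean inhibition of replicates at least 50% and at least half of replicates each reaching 50%; inconclusive means half or more replicates reach 50% but mean below 50%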;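 further: 0% = complete ARNT plus TACC3 wells and 100% = ARNT alone without TACC3; many hits fall short of the cut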
miR-122 sensor = blocks miR-122 activity in Huh7 sensor cells. Huh7 miR-122 Renilla luciferase sensor, 48 h; neutral wells = 0, positive control = 100. activation (reporter increase), % at 12.5 µM. 0.3% of 340,000 active;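 active means mean replicate activation score at least 90 and every replicate individually at or above 90; inconclusive means only one of the two criteria met; inactive means neither criterion met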;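 further: higher luciferase means less miR-122 activity so hits act as miR-122 inhibitors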
Numbers without * were called inactive; ? = inconclusive; nt = not tested or not shown; [ ] = another dose, or the depositor's remark. Only part of the results is shown (hit frequency here may not be typical).

SMILES | esBAF inh | SIRT5 block | Statin myotox sup | Cneo AK release | ERp5 block | ARNT-TACC3 inh | miR-122 sensor
Cc1ccc(NC(=O)CSc2nnc([C@@H](N)Cc3c[nH]c4ccccc34)o2)c(C)c1 | -3.2 | nt | 5.4 | -1.7 | nt | 4.1 | -6.4
CCN1CCN(Cc2cc(Br)cc(OC)c2O)CC1 | -4.0 | nt | 0.8 | nt | nt | -18.8 | -0.2
CC1CCCC(NC(=O)CNC(=S)N2CC3CC(C2)c2cccc(=O)n2C3)C1C (stereo not given) | -4.6 | 0.9 | 6.8 | -0.4 | 2.2 | 0.5 | 0.0
Cc1cccc(-n2c(=S)[nH]c3ccccc3c2=O)n1 | 4.2 | -0.3 | 1.4 | -0.8 | -2.9 | -2.2 | -0.6
CC(C)C1(C)N=C(c2nc3ccccc3cc2C(=O)O)NC1=O (stereo not given) | -5.0 | nt | -7.2 | -1.3 | nt | -2.6 | -6.9
CC1(C)NC(=O)[C@H]2CCCN21 | 1.4 | -2.0 | 8.5 | -1.0 | 2.0 | -3.1 | -4.5
CN1CCN(Cc2ccc(Br)s2)CC1 | -0.8 | nt | 10.1 | 2.1 | nt | -2.2 | -3.0
O=C(CCc1ccccc1)N1Cc2cc(-c3ccccc3)ccc2-n2nncc2C1 | -3.1 | -2.0 | 19.0 | 1.5 | -4.1 | nt | 2.1
CN(c1ccc(OCC(=O)N2CCN(C/C=C/c3ccccc3)CC2)cc1)S(=O)(=O)c1cccs1 | nt | -11.2 | nt | 0.2 | -2.9 | 1.4 | nt
O=C1NC(=O)N(c2ccccc2)C(=O)/C1=C/c1ccc([N+](=O)[O-])s1 | nt | 9.1 | nt | nt | 4.2 | 13.8 | nt
CCOc1ccc(CC2C(=O)NC(=O)N(c3ccc(CC)cc3)C2=O)cc1 (stereo not given) | nt | nt | nt | 0.5 | nt | 12.4 | 1.0
O=C1CN(C(=O)CN2CCCCC2)C(c2ccccc2)c2cc(Br)ccc2N1 (stereo not given) | -4.1 | nt | -8.6 | -2.4 | nt | 2.9 | -2.7
CC(=O)C1CCC2C3CCC4CC(O)CCC4(C)C3C(O)CC12C (stereo not given) | 9.1 | -3.4 | 2.0 | nt | 6.8 | nt | -7.8
CCCCn1nnnc1C(c1cccs1)N1CCC2(CC1)C(=O)NCN2c1ccccc1 (stereo not given) | -14.4 | -0.3 | 2.5 | 0.3 | -1.5 | nt | 1.4
CCCn1c(C)c(C(=O)c2cccc3ccccc23)c2ccccc21 | 26.9 | -2.8 | -7.8 | -0.4 | -7.7 | -0.7 | 15.2
CCOC(=O)c1c(NC(=O)c2c(N)n(CCCOC)c3nc4ccccc4nc23)sc2c1CCCC2 | -3.7 | 7.3 | 7.5 | 1.5 | -7.2 | 1.4 | -1.5
CSc1ncc(CN2CCCC(C(=O)c3sccc3C)C2)cn1 (stereo not given) | nt | -3.7 | nt | nt | 1.3 | -3.2 | nt
CCN(CC)c1ccc(/C=C2\C(=O)NC(=S)N(c3ccc(OC)cc3OC)C2=O)o1 | -3.5 | nt | 6.2 | -15.5 | nt | 1.6 | -11.7
NC1=NC(=O)N2CC12 (stereo not given) | nt | nt | nt | nt | -0.7 | -3.5 | -1.0
COC(=O)C1=C(c2ccccc2OCc2ccccc2)C[C@@H]2CC[C@H]1N2C(=O)NCCCOC(C)C | -6.9 | 8.6 | -24.2 | 2.7 | 1.8 | -4.6 | nt
C[C@]12CCC(=O)C=C1C=CC1C2CC[C@]2(C)C(=O)CCC12 (stereo not given in full) | 1.9 | nt | -12.8 | 0.0 | 1.2 | 10.9 | 1.1
O=C1C(Cc2cnc[nH]2)NC(=S)N1c1ccccc1 (stereo not given) | 11.4 | -3.4 | -7.9 | -0.3 | 1.9 | 8.1 | -5.2
CCOc1ccccc1CNCCc1ccc2c(c1)OCO2 | -16.8 | -3.7 | -6.1 | 8.2 | -8.6 | -2.6 | 0.0
CC(Cc1ccccc1)NC(=O)CCCCC(=O)NC(C)Cc1ccccc1 (stereo not given) | 0.1 | -1.0 | -0.4 | 0.6 | -2.1 | 0.3 | -2.4
COc1ccc(Cl)cc1C(=O)C1CCCN(CCO)C1 (stereo not given) | nt | -6.8 | nt | nt | 0.5 | 0.2 | nt

(listing goes on)
SMILES | esBAF inh | SIRT5 block | Statin myotox sup | Cneo AK release | ERp5 block | ARNT-TACC3 inh | miR-122 sensor
Cc1c(Br)c(=O)oc2cc(OCC(=O)N3C[C@H]4C[C@@H](C3)c3cccc(=O)n3C4)ccc12 | -4.7 | -25.4 | 1.5 | 1.6 | 8.9 | 5.8 | 5.0
CCOCC(=O)NC1CCSC1=O (stereo not given) | -5.6 | nt | 5.6 | -0.4 | nt | 1.6 | 2.5
COc1cccc(N=Nc2c(O)[nH]c(=S)[nH]c2=O)c1 | 0.6 | 1.7 | 6.1 | nt | 2.3 | 18.4 | -16.1
Cc1ccccc1-c1ccc([C@H]2[C@@H](CO)N3CCCCN(C(=O)Cc4ccccn4)C[C@@H]23)cc1 | nt | 1.9 | nt | 0.5 | -2.1 | -1.5 | 26.7[16.7 µM]
Cc1oc(C(=O)Nc2ccc(O)cc2)cc1COc1ccccc1 | -7.9 | nt | ? | 2.1 | nt | -5.2 | 4.7
NC1C2CN3CCN(C2)CC1(c1ccccc1)C3 (stereo not given) | -4.2 | -3.8 | -6.7 | 1.7 | 2.5 | 12.5 | 0.2
COc1cccc(-n2c(-c3ccoc3)nc3ccccc3c2=O)c1 | -4.1 | nt | 0.4 | -1.3 | nt | -5.3 | -1.7
CN1CCCC(C(O)(c2ccccc2)c2ccccc2)C1 (stereo not given) | 0.1 | -0.8 | -2.9 | 3.6 | -1.8 | -2.6 | 31.0
COC(=O)[C@@H]1C[C@@]1(C)[C@@H](NP(=O)(c1ccccc1)c1ccccc1)c1ccccc1 | -2.5 | nt | -9.5 | -1.9 | 3.2 | -10.5 | 11.6
Cc1ncoc1C(=O)NCC1=C(c2ccc3ccccc3c2)C[C@@H]2CC[C@H]1N2Cc1ccco1 | -0.4 | -0.8 | -2.6 | 0.8 | 6.4 | nt | -4.5
CCOC(=O)[C@]12Cc3cc4c(cc3[C@H]1N(Cc1ccccc1)C(=O)c1ccccc12)OCO4 | -1.9 | 0.7 | 3.7 | 1.9 | -5.0 | -2.4 | nt
COC(=O)N(c1ccccc1)P1(=S)OCCO1 | -3.7 | nt | 2.1 | -4.7 | nt | -29.4 | 2.9
Cc1ccc(N=Cc2c(O)n(C)c(=O)n(C)c2=O)cc1 | 32.1 | -0.5 | -0.6 | -0.6 | 2.4 | -1.0 | 0.0
c1ccc(C2CC3CC(c4ccco4)N2O3)cc1 (stereo not given) | -3.7 | nt | 22.3 | -0.6 | nt | 1.4 | -1.5
NC(=O)c1ccc(N)nc1 | 1.7 | 0.5 | 5.3 | 0.8 | 5.3 | -0.5 | 3.2
C=CCSc1nc2c(c(-c3ccsc3)c1C#N)CN(C)CC2 | nt | -0.1 | nt | -1.5 | 7.8 | -2.0 | nt
COc1ccc(NP(=O)(Oc2ccc(Cl)cc2)Oc2ccc(Cl)cc2)cc1OC | -0.2 | -3.0 | 8.9 | -1.4 | 1.7 | nt | 136.5*
BrCCc1ccccc1 | 0.1 | nt | 6.2 | 1.4 | 3.0 | nt | 4.2
Cc1c(NS(=O)(=O)c2ccccc2)ccc([N+](=O)[O-])c1Cl | -17.2 | 1.5 | -138.3 | 0.2 | -2.2 | 1.9 | 46.3
CC=Cc1ccc2n(c1=O)C[C@H]1[C@H](CO)[C@@H](C(=O)OC)[C@@H]2N1CC1CCOCC1 (mixture of isomers) | 0.9 | 0.6 | -3.9 | -1.3 | -6.8 | -2.9 | nt
C=CCC1(CN2CCCCCC2=O)C(=O)NC(=O)NC1=O | -5.8 | nt | 3.8 | 0.4 | nt | -3.3 | -6.6
CC(=NCC1CCCO1)c1c(O)n(-c2ccccc2)c(=O)[nH]c1=O (stereo not given) | -4.0 | nt | -11.3 | 0.0 | nt | -4.7 | -7.1
CCOC(=O)[C@]12Cc3c(cc(OC)c(OC)c3OC)[C@H]1N(Cc1ccccc1)C(=O)c1ccccc12 | -8.8 | -4.0 | -16.6 | -1.2 | 3.3 | 3.3 | 3.7
COC(=O)C1=C(c2ccccc2OCc2ccccc2)C[C@@H]2CC[C@H]1N2C(=O)NCCc1ccc(F)cc1 | 3.7 | 0.4 | -2.7 | 3.3 | 3.7 | -4.4 | nt
Cc1ccccc1C(=O)NC(Oc1ccccc1)C(Cl)(Cl)Cl (stereo not given) | -4.5 | nt | -1.7 | -4.3 | nt | -14.0 | 0.1

3 compounds already listed, arranged by molar mass, ascending:
SMILES | esBAF inh | SIRT5 block | Statin myotox sup | Cneo AK release | ERp5 block | ARNT-TACC3 inh | miR-122 sensor
c1ccc(C2CC3CC(c4ccco4)N2O3)cc1 (stereo not given) | -3.7 | nt | 22.3 | -0.6 | nt | 1.4 | -1.5
Cc1ncoc1C(=O)NCC1=C(c2ccc3ccccc3c2)C[C@@H]2CC[C@H]1N2Cc1ccco1 | -0.4 | -0.8 | -2.6 | 0.8 | 6.4 | nt | -4.5
Cc1c(Br)c(=O)oc2cc(OCC(=O)N3C[C@H]4C[C@@H](C3)c3cccc(=O)n3C4)ccc12 | -4.7 | -25.4 | 1.5 | 1.6 | 8.9 | 5.8 | 5.0

Continuation.
SMILES | esBAF inh | SIRT5 block | Statin myotox sup | Cneo AK release | ERp5 block | ARNT-TACC3 inh | miR-122 sensor
CN1C(=O)NC(=O)C2(CCCC2)C1=O | -4.3 | -3.0 | 7.6 | -0.1 | 11.3 | -5.6 | 7.9
CCOC(=O)c1c(C)n(Cc2ccccc2)c2ccc(O)cc12 | nt | -2.4 | nt | nt | 1.2 | 4.1 | nt
O=[N+]([O-])c1ccc(N2CCCCCC2)c2nonc12 | 8.5 | -1.0 | 0.2 | -0.1 | 1.0 | -3.5 | nt
CN(C)C(=O)Oc1ccc(-c2cn3cc(Cl)ccc3n2)cc1 | nt | -3.5 | nt | -17.3 | -18.2 | -28.8 | -4.2
COC(=O)C1=C(c2ccc(F)cc2OCc2ccccc2)C[C@@H]2CC[C@H]1N2C(=O)NCc1ccc(N(C)C)cc1 | -12.8 | nt | -15.0 | 4.9 | -4.7 | 4.3 | nt
COC(=O)C1=C(c2ccc(F)cc2OCc2ccccc2)C[C@@H]2CC[C@H]1N2C(=O)N1CCCCC1 | -2.1 | nt | -4.7 | -1.1 | 2.9 | -4.8 | -4.6
COc1ccccc1OP(=O)(Nc1ccc(Br)cc1)Oc1ccccc1OC | -10.2 | -1.7 | -8.0 | -0.3 | -0.6 | -1.8 | 45.3
COc1ccc(OC)c(-n2c(O)c(C=Nc3c(C)n(C)n(-c4ccccc4)c3=O)c(=O)[nH]c2=S)c1 | nt | 0.3 | nt | -0.1 | -0.2 | nt | 5.3
CCCC#Cc1ccc([C@@H]2[C@H](CO)N3CCCCN(C(=O)Cc4ccccn4)C[C@@H]23)cc1 | nt | -2.3 | nt | 1.1 | 0.9 | 3.2 | 4.5[16.7 µM]
CCCN1CCC2(CC1)NC(CO)(CO)CO2 | 14.3 | nt | -9.9 | -1.6 | nt | -2.4 | -5.5
COC(=O)c1ccc(COc2cc(C)cc3oc(=O)c4c(c23)CCCC4)o1 | -5.0 | nt | 5.8 | -0.1 | nt | -1.7 | -2.9
CCOc1cc2c(cc1OCC)-n1cccc1C(c1cccc(OCC)c1O)NC2 (stereo not given) | 3.2 | -3.7 | 10.4 | -1.3 | 3.1 | 13.6 | -3.5
O=c1c2ccccc2[nH]c(=S)n1-c1cccc(Cl)c1 | 4.5 | nt | 2.4 | -3.0 | 4.4 | nt | 47.0
Cc1nccn1Cc1ccc(Cl)nc1 | 8.0 | -0.5 | -3.5 | -1.1 | 2.7 | 31.9 | -1.6
CCC1C(c2cc(OC)c(OC)c(OC)c2)c2cc3c(cc2OC1N1CCCC1)OCO3 (stereo not given) | nt | 2.7 | nt | nt | -0.5 | -3.2 | nt
O=C(CF)NC(NC(=S)Nc1cccc([N+](=O)[O-])c1)C(Cl)(Cl)Cl (stereo not given) | nt | -3.7 | nt | nt | 4.5 | 8.0 | nt
